Screening results (PubChem BioAssay)
TcdB inh = TcdB glycohydrolase inhibition; P18177; TcdB glycohydrolase enzymatic assay, plate reader; inhibition, % at 9.99 µM; 350,000 tested, 0.24% active; AID 652162; in the data active means inhibition above about 10%
BoNT-A LC inh2 = blocks Botulinum neurotoxin A light chain protease. 360,000 tested, 0.17% active. multiplex microsphere protease substrate cleavage, flow cytometry. inhibition, % at 10 µM; further: plate controls were buffer without enzyme for full effect and enzyme alone for no effect
3CLpro inhibitor = SARS-CoV 3CLpro protease inhibition; P0C6X7; AID 1706; 290,000 tested, 0.14% active; recombinant SARS-CoV 3CLpro, quenched FRET peptide cleavage; inhibition, % at 6 µM; in the data active means inhibition above about 12%
PfHsp40 yeast = rescue of PfHsp40-mediated yeast toxicity; AID 504582; growth rescue, % at 12.5 µM; S. cerevisiae expressing PfHsp40, growth rescue, ATP luminescence; 340,000 tested, 0.68% active; in the data active means growth rescue above about 28%, passing the limit was not always enough; inconclusive means no clear call, values can overlap the other calls;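 further: yeast W303a lacking pdr1 and pdr3 grown in galactose medium; growth measured after three days at 30 °C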
Vc quorum ag = induces V. cholerae light production without autoinducers; V. cholerae BH1578 lux reporter, luminescence, 6 h; activation, % at 18.7 µM; 350,000 tested, 0.16% active; AID 588436; in the data active means activation mostly above about 9.7%, no sharp cut-off; inconclusive means no clear call, values can overlap the other calls; inactive means mostly below about 3.7%; further: not every result past the cut was called active; inactives centre near 0; reference of the scale not given here
Y pestis TopoI = blocks Yersinia pestis topoisomerase I activity. activity, % at 10 µM. 360,000 tested, 0.064% active. AID 504884. Y. pestis Topo-I cleavage product accumulation, plate reader; in the data active means activity above about 50%, passing the limit was not always enough; inconclusive means no clear call, values can overlap the other calls; further: inactives centre near 2
Anthrax LF inh2 = inhibitors of Bacillus anthracis lethal factor protease; inhibition, % at 10 µM; AID 588501; multiplex microsphere protease cleavage assay, LF; 360,000 tested, 0.12% active; further: plate controls were buffer without enzyme for full effect and enzyme alone for no effect
Target sequence (P15917 whole entry, looked up): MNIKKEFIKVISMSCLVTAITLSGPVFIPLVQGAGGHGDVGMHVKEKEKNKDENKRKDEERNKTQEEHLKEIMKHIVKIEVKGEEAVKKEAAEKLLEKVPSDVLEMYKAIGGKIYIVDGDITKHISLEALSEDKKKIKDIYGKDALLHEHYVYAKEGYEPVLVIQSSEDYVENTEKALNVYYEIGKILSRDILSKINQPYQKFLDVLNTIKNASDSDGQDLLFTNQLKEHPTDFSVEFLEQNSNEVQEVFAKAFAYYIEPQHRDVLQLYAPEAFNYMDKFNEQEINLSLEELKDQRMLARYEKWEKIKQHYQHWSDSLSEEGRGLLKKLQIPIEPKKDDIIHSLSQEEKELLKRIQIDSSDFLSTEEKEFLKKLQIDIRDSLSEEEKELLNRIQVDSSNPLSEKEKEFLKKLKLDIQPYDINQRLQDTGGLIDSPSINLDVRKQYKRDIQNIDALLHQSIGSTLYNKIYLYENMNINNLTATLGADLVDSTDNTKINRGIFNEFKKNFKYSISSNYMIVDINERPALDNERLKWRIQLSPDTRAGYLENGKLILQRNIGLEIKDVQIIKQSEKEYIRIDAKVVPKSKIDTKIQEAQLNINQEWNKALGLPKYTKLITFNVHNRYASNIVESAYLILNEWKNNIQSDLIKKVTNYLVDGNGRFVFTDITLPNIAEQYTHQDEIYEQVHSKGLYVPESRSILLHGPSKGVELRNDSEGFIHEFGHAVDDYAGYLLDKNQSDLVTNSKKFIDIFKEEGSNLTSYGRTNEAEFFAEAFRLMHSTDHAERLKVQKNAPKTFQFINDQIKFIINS
CCHF vOTU inh = CCHFV vOTU protease inhibition. Pep-AMC fluorescence. inhibition, % at 11.5 µM. 370,000 tested, 0.55% active; in the data active means inhibition above about 30%; further: 0% = vehicle wells with enzyme and 100% = no enzyme wells
PriA SSB inh = K. pneumoniae PriA-SSBct interaction inhibition; AlphaScreen SSBct-PriA binding, biotinylated peptide; inhibition, % at 33 µM; 430,000 tested, 0.6% active; AID 1272365; in the data active means inhibition mostly above about 37%, no sharp cut-off; inactive means mostly below about 20%;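 further: plate controls were negative control peptide for no effect and reference peptide for full effect; strong numbers were not always called active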
DUSP3 inh = inhibitors of human VHR1 phosphatase (DUSP3) | 290,000 tested, 0.52% active | recombinant VHR phosphatase, pNPP absorbance | inhibition, % at 13.3 µM; in the data active means inhibition above about 50%; further: some compounds called inactive have numbers as strong as hits
Target sequence (P51452 whole entry, looked up): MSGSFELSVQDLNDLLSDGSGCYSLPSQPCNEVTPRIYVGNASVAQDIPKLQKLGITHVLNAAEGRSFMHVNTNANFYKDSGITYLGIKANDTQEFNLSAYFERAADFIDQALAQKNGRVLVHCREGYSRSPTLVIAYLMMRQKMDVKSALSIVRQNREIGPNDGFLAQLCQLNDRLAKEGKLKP
* hit, by the source's call; i = inactive; ? = inconclusive; . = no result given; & = joins results of further samples. Unless noted, no stated cut-off is given here; in the data, active means inhibition above about 30%; inconclusive means no clear call, values can overlap the other calls; inactive means below that. The list is partial. The share of hits here may be higher or lower than overall.

SMILES	TcdB inh	BoNT-A LC inh2	3CLpro inhibitor	PfHsp40 yeast	Vc quorum ag	Y pestis TopoI	Anthrax LF inh2	CCHF vOTU inh	PriA SSB inh	DUSP3 inh
COc1ccc(CCNC(=O)CN2CCCc3ccccc32)cc1OC	.	0.9	8	-0.3	-1.2	-5	1	-1	-1	18
CC(NC(=O)Nc1ccccc1F)C(C)(C)C (stereo unspecified)	0.3	-0.9	3	1.1	i	-2	1	-2	3	18
Cc1cc(C)c2c(ccc3ccccc32)n1	2.5	-0.1	.	-0.3	i	8	-2	-6	-10	.
CCNC(=S)NNc1nc(N2CCCCC2)nc(N2CCOCC2)n1	-2.1	-1.3	2	-1.0	i	-6	-6	8	-1	4
C[C@@H]1CN([C@H](C)CO)C(=O)CCCn2nncc2CO[C@H]1CN(C)S(=O)(=O)c1ccc2ccccc2c1	1.9&0.1&-0.5	-0.4	.	.	i	24	-3	0	.	.
CC1CN(C(=O)Cc2ccc(-c3ccccc3)cc2)CC(C)O1 (stereo unspecified)	3.2	-0.5	-4	0.5	i	26	0	0	-6	-15
O=C(NCCCn1ccnc1)c1cccc(Cl)c1	1.2	-3.7	4	-1.2	-0.6	1	-8	-14	13	7
CCc1nc2ccc(C(=O)NC3CCN(Cc4ccccc4)CC3)cn2c1N(C)Cc1cc2ccccc2s1	0.9	-1.0	.	.	-0.4	14	-12	12	.	.
O=C(Nc1ccc([N+](=O)[O-])cc1)Nc1ccon1	-1.5	-1.2	4	-0.7	i	9	-4	12	3	-6
CCN(c1ccccc1)S(=O)(=O)c1cc2c3c(c1)C(C)C(=O)N3CCC2 (stereo unspecified)	1.0	1.5	-5	-1.2	-0.4	12	1	16	-14	-4
NNC(=O)CNc1cccc(Br)c1	0.9	-7.0	1	1.1	-0.9	12	-5	-9	-8	10
COc1cccc(CN(C)C(=O)C23CC4CC(CC(C4)C2)C3)c1	-1.0	-1.5	3	1.2	-1.2	34	-6	-2	-1	1
O=C(CSc1ccc([N+](=O)[O-])cc1)Nc1cccc(S(=O)(=O)Nc2ccccc2F)c1	-0.8	-0.5	-3	1.2	i	-9	-3	15	32	-10
Cc1ccccc1NC(=O)Cn1c(=O)n(C)c2ccccc21	.	-0.8	-5	-0.6	i	3	-2	-3	-1	36
Cc1ccc(-c2csc(N)n2)cc1	2.2	0.1	.	0.6	i	-10	2	7	7	.
COc1ccc(C2=NN(CCC(=O)NCc3ccc4c(c3)OCO4)C(=O)CC2)cc1	.	0.2	-3	-1.6	-4.8	7	-2	5	5	18
O=C(Nc1ccccc1C(=O)O)c1cccc(NC(=O)c2ccco2)c1	-5.4	-2.0	0	-0.4	-0.6	1	-13	15	-11	-2
COc1ccccc1NC(=S)N1CCN(C(=O)C2CCCO2)CC1 (stereo unspecified)	0.5	0.2	-2	-0.9	i	-8	0	9	-1	6
COc1ccc(Cc2c(O)nc(SCC(=O)c3ccc(OC)cc3)[nH]c2=O)cc1	-1.6	-0.5	0	-0.4	-0.2	9	-1	-39	-18	32
Cc1cccc(Cc2nnc(CCC(=O)N(C)C3CCOC3)o2)c1 (stereo unspecified)	0.6	-0.1	-2	-0.6	i	6	-4	1	8	30
CC(C)CCNC(=O)CN(Cc1ccc2c(c1)OCO2)C(=O)CCC(=O)Nc1ccccn1	.	-0.3	-4	-0.8	i	-5	0	1	-9	8
CCOC(=O)NC1(C(F)(F)F)N=C(c2ccccc2)NC1=O (stereo unspecified)	.	-0.9	0	0.5	-0.6	-4	-2	1	-1	4
Cc1ccc(NC(=O)Cn2c(CCC(=O)O)ccc2-c2cccs2)cc1	.	-3.4	3	-0.7	i	-7	-3	0	0	-12
O=C(C1=C(O)C(=O)N(CCN2CCOCC2)C1c1ccccc1)c1cccs1 (stereo unspecified)	.	0.4	2	0.6	i	-6	1	2	-13	.
CCOC(=O)c1ccc(NC(=O)CNC(=O)c2ccccc2)cc1	.	2.2	1	-0.6	-12	1	-3	-12	-6	26

(next part)
SMILES	TcdB inh	BoNT-A LC inh2	3CLpro inhibitor	PfHsp40 yeast	Vc quorum ag	Y pestis TopoI	Anthrax LF inh2	CCHF vOTU inh	PriA SSB inh	DUSP3 inh
Fc1cccc(C2CC(c3cccc(Br)c3)Nc3nnnn32)c1 (stereo unspecified)	.	-0.3	2	-0.3	i	32	-6	-5	-15	0
Cc1ccc(C(O)C(=O)c2ccco2)cc1 (stereo unspecified)	0.5	0.0	.	-1.5	i	6	7	4	-8	.
Cc1ccc(N2CCN(/N=C/c3c(C)nn(-c4ccccc4)c3Cl)CC2)cc1	-0.6	-0.6	-2	-0.4	-0.2	-7	-3	-1	.	3
c1ccc2c(CCNC3=NCCC3)c[nH]c2c1	0.9	0.7	-6	-1.2	-2.6	-3	0	3	-10	-6
Cc1cc(C)n(C(C)CNS(=O)(=O)c2ccc(Cl)cc2)n1 (stereo unspecified)	-0.1	-1.2	0	1.3	-0.3	-1	0	4	4&-1	12
O=C(Cc1ccc2c(c1)OCCO2)Nc1cc(C(F)(F)F)ccc1N1CCOCC1	0.1	-1.2	.	-1.8	1.2	10	-4	7	-6	.
Cc1[nH]nc2oc(=O)c(CCO)c(C)c12	.	-0.3	1	0.3	1.7	4	0	14	-3	-13
COc1ccc(NCc2nnc(SCC(=O)Nc3cccc(C)c3)o2)cc1	.	0.9	-4	0.7	-0.5	-16	-15	2	-6	28
C=CCNC(=S)Nc1ccccc1-c1nnc2n1CCCCC2	0.2	0.5	0	-1.5	-0.5	-5	-1	-9	-3	31
Cc1ccc(-c2nc(=S)c3c(n2CCN2CCOCC2)CC(C)(C)OC3)cc1	.	0.2	0	1.7	i	-1	3	15	-5	22
Cc1cc(=O)n2nc(-c3ccccc3)sc2n1	.	-0.3	1	-0.9	-0.2	1	-11	11	-4	12
O=C(NC1CCCC1)C1c2ccccc2C(=O)N1CCCN1CCOCC1 (stereo unspecified)	0.2	-1.2	-1	0.7	-0.2	4	-7	6	-12	0
Cc1cc(=O)[nH]c(N/N=C/c2ccccc2C(F)(F)F)n1	-1.8	-1.1	-1	-1.2	-0.3	9	-1	9	.	-9
C[C@H](CO)N1C[C@H](C)[C@H](CN(C)C(=O)Nc2ccnc(N3CCOCC3)c2)OCc2cnnn2CCCC1=O	-0.5&-0.7	0.1	.	.	7.0	-2	5	-18	.	.
O=C(Cc1ccc(NC(=O)C2CCN(C(=O)C3CCC3)CC2)cc1)Nc1cccc(C(=O)N2CCCC2)c1	0.3	-0.5	.	0.1	i	15	-10	-17	1	.
CCC(=O)Nc1ccc(C(=O)NNC(=O)c2ccccc2)cc1	1.2	0.2	2	-2.0	i	1	-9	-2	-6	6
Cc1cc(Oc2ccc(=O)n(C)n2)nc(SCc2ccccc2)n1	-1.8	1.0	3	-1.1	0.6	-13	1	0	-7	1
CC(C)[C@H]1COCCS(=O)(=O)N1Cc1ccccc1	1.1	0.1	.	-0.9	-0.4	-5	-3	6	-14	.
COC(=O)NC(NC(=S)Nc1cccc(C)c1)C(Cl)(Cl)Cl (stereo unspecified)	0.2	-0.6	3	0.1	-1.2	-1	0	-9	4	6
CCCOc1ccc(CSc2n[nH]c(C)n2)cc1	1.4	-3.7	-3	4.2	-0.2	2	?	-12	-18	-20
NC(=O)c1sc2cc(C(F)(F)F)cnc2c1-c1ccccc1	1.7	1.5	4	0.4	-0.2	8	2	-7	-4	22
COc1ccc(OC)c(-n2c(=S)[nH]c3cc(C(=O)N4CCN(c5ccccc5)CC4)ccc3c2=O)c1	0.4	-0.4	-1	2.5	0.2	28	4	-2	0	12
CC(=O)N1CCN(c2ccc(NC(=O)c3ccccc3)cc2)CC1	1.2	-3.9	-2	0.4	-0.4	-11	-3	13	4	15
COc1ccc(/C=C/c2nc(-c3ccccc3O)n(-c3ccccc3)n2)cc1	-0.3	0.0	-4	0.0	i	8	-3	-16	-4	-9
CCOc1ccc(N(CC(=O)NCc2ccc(C)cc2)S(=O)(=O)c2c(C)[nH]c(=O)[nH]c2=O)cc1	.	10	0	-0.6	-0.2	12	11	.	-9	2

Grouped by structure, the entries above containing a thiophene ring, fused or not.
SMILES	TcdB inh	BoNT-A LC inh2	3CLpro inhibitor	PfHsp40 yeast	Vc quorum ag	Y pestis TopoI	Anthrax LF inh2	CCHF vOTU inh	PriA SSB inh	DUSP3 inh
CCc1nc2ccc(C(=O)NC3CCN(Cc4ccccc4)CC3)cn2c1N(C)Cc1cc2ccccc2s1	0.9	-1.0	.	.	-0.4	14	-12	12	.	.
Cc1ccc(NC(=O)Cn2c(CCC(=O)O)ccc2-c2cccs2)cc1	.	-3.4	3	-0.7	i	-7	-3	0	0	-12
O=C(C1=C(O)C(=O)N(CCN2CCOCC2)C1c1ccccc1)c1cccs1 (stereo unspecified)	.	0.4	2	0.6	i	-6	1	2	-13	.
NC(=O)c1sc2cc(C(F)(F)F)cnc2c1-c1ccccc1	1.7	1.5	4	0.4	-0.2	8	2	-7	-4	22

Going on with the list.
SMILES	TcdB inh	BoNT-A LC inh2	3CLpro inhibitor	PfHsp40 yeast	Vc quorum ag	Y pestis TopoI	Anthrax LF inh2	CCHF vOTU inh	PriA SSB inh	DUSP3 inh
CCc1ccc(-c2csc(-c3c[nH]c4ccccc34)n2)cc1	.	-0.4	8	-1.1	-3.8	-3	-2	11	-10	-10
COC(=O)[C@@]1(Cc2ccc(F)cc2)[C@H]2c3cc(C(=O)N(C)C)n(Cc4c(CO)[nH]cc(C)c4=O)c3C[C@H]2CN1C(=O)c1ccccc1	1.0	.	-4	.	.	.	.	-3	-15	16
Nc1nonc1C(=O)NCCNS(=O)(=O)c1ccc(Br)cc1	-4.2	-0.5	-4	2.4	-1.7	-3	0	0	0	4
Cc1cc(OCCN2CCCC2)ccc1C(C)C	.	-0.4	5	-0.3	.	14	-5	6	-1	22
CCC(C)NC(=O)CC(c1ccccc1)c1cc(C)ccc1O (stereo unspecified)	0.9	0.2	1	-1.8	-0.2	6	5	3	-5	1
CCOc1ccc(S(=O)(=O)N(C)C2CCCCC2)cc1	0.1	1.7	-2	0.0	-0.4	20	-2	-13	-31	11
Cc1ccc(S(=O)(=O)Nc2cccc(-c3cn4ccsc4n3)c2)cc1	.	-1.4	5	0.6	-1.1	-6	-9	-6	18	17
CCc1ccc(N2CC(C(=O)Nc3ccc(C)c(S(=O)(=O)N4CCOCC4)c3)CC2=O)cc1 (stereo unspecified)	.	-1.2	6	-0.4	i	1	-11	0	-11	15
CCOC(=O)C1CCN(C(=O)CSCCSCC(=O)N2CCC(C(=O)OCC)CC2)CC1	.	-1.1	3	1.2	i	14	1	12	-7	-5
O=C(c1ccc(C(F)(F)F)cc1)C1CCCN(Cc2ccc(CO)o2)C1 (stereo unspecified)	1.3	-0.3	5	2.1	i	0	0	6	-6	13
CC(=O)c1ccc(N2CCN(S(=O)(=O)c3cc(-c4cc(C)no4)ccc3C(C)C)CC2)cc1	0.8	0.4	4	0.5	-5.1	-10	0	17	2	-47
CCCNCC1C(Oc2ccc(Cl)cc2Cl)C(=O)N1c1cccc(C)c1C (stereo unspecified)	1.7	-0.1	4	-0.1	i	26	-1	25	-13	13
CCOC(=O)c1cc2c(=O)n3ccccc3nc2n(Cc2ccco2)c1=NC(=O)c1cccc(OC)c1	-0.8	5.0	9	1.1	-0.5	-4	4	-73	-2	33
Cc1nc(-c2ccc(S(=O)(=O)Nc3cccc(Cl)c3)cc2)co1	-0.7	0.4	6	-0.5	i	5	2	2	1	-6
CCOc1ccc(N(Cc2ccc(C(=O)O)cc2)S(=O)(=O)c2ccc(C)cc2)cc1	1.7	-1.1	0	-0.2	-0.1	12	-11	16	1	-4
O=C(Cn1cc(C(=O)c2ccccc2F)c2ccccc21)NCc1ccco1	.	-1.1	6	0.3	i	10	-4	-15	-10	-18
Cc1c2c(nc3c(C(=O)NC4CC4)cnn13)CCCC2	.	4.7	-6	-1.3	-0.3	-2	-7	0	3	3
Cc1cc(/C=C2\C(=O)NC(=O)N(c3ccccc3F)C2=O)c(C)n1-c1cc(C(=O)O)cc(C(=O)O)c1	-1.1	-5.4	1	2.8	-0.4	-6	-6	7	-66	-24
